Assay outcomes deposited in PubChem by National Center for Advancing Translational Sciences (NCATS).
TRb-SRC2 inh: disrupts binding of human TR beta to SRC2; 280,000 compounds, 0.065% hits; Potency, µM (highest dose often 106 µM), inactives show at the highest dose activity change, negative = inhibition, actives largely listed as inhibitors; TRbeta-SRC2 peptide binding, fluorescence polarization; receptor liganded with 1 µM T3;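 further: plate controls were bound peptide for no effect and peptide without receptor for full effect; nearly all actives have a fitted effect of over 50% in size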
Target sequence (P10828 whole entry, looked up): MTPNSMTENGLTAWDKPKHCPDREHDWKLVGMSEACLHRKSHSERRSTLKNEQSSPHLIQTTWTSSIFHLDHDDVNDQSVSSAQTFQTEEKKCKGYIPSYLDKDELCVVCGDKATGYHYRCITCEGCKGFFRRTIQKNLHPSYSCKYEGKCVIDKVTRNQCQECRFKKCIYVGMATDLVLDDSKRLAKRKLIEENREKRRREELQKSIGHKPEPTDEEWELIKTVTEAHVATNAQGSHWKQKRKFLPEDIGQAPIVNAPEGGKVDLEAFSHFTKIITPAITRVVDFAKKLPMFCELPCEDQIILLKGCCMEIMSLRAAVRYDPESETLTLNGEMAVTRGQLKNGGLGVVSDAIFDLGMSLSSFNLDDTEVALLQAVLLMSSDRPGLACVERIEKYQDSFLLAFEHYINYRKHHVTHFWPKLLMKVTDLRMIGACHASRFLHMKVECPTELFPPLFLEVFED
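Polarization signal, normalized between peptide-alone and full complex controls, measured compound effects on T3-liganded human TRb LBD (0.6 uM) binding 20 nM Texas Red SRC2 peptide after 5 hr.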
RECQ1 inh: inhibitors of human RECQ1 DNA helicase; 240,000 compounds, 0.54% hits; RECQ1 DNA unwinding, red fluorescence kinetic read; Potency, µM (doses to about 57.3 µM), for the others: at the top dose activity, negative = inhibition, hits mostly inhibitors; AID 2549;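 further: plate controls were vehicle for no effect and no enzyme for full effect; nearly all actives have a fitted effect of over 30% in size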
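RECQ1T1 50 nM; forked duplex (20 bp + 30-nt ss tails) 200 nM, ATP 2 mM final; pH 8.0, 2 mM MgCl2, 2.5 ug/ml poly(dI-dC); 15 min compound preincubation; discontinuous kinetic read over 2 h at RT.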
L3MBTL1 inh: inhibitors of human L3MBTL1; 230,000 compounds, 0.66% hits; AID 485360; AlphaScreen L3MBTL1–H3K9me1 peptide binding; Q9Y468; Potency, µM (series often up to 57.1 µM), without a hit: top-dose activity, negative = inhibition, hits mostly inhibitors; further: on the % scale 0 is the no-effect control and ±100 the full control effect; nearly all actives have a fitted effect of over 60% in size
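L3MBTL1 50 nM + b-AHA-H3(1-15)K9me1 75 nM, 30 min RT; compound added, 30 min RT; streptavidin donor/Ni-chelate acceptor beads 10 ug/mL each final, 30 min RT dark; AlphaScreen read.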
Tau FP inhib: tau fibrillization inhibition (FP) | P10636 | K18 P301L tau heparin fibrillization, Alexa594 FP, 6 h | Potency, µM (titrated, usually from 57.7 µM), inactives show top-dose activity, negative = inhibition, most hits filed as inhibitors | 280,000 compounds, 0.39% hits; further: on the % scale 0 is the no-effect control and ±100 the full control effect; nearly all actives have a fitted effect of over 55% in size
Target sequence (P10636 561-689 P618L limits assumed): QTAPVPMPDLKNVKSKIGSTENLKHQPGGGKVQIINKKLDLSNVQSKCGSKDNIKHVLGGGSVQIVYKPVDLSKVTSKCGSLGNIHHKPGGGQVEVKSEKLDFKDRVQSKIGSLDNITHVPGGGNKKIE
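K18 P301L tau (15 uM unlabeled/0.24 uM Alexa 594-labeled, final) + compound + heparin 20 uM final; 100 mM NaOAc pH 7; 6 hr 37 C; ThT 30 uM final added, 1 hr RT; FP ex 555/em 632 nm.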
Tau fluor counter: counter-screen for tau fibril formation inhibitors; tau K18 P301L Alexa594 fluorescence, heparin fibrillization; Potency, µM (doses to about 57.7 µM), for the others: at the top dose activity change, negative = decrease; 280,000 compounds, 0.93% hits; AID 1463; further: on the % scale 0 is the no-effect control and ±100 the full control effect; nearly all actives have a fitted effect of over 55% in size
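Human tau K18 P301L (15 uM unlabeled, 0.24 uM Alexa 594-labeled) in 100 mM sodium acetate pH 7 with 20 uM heparin, 6 hr at 37 C. ThT 30 uM added, 1 hr ambient; Alexa 594 FP and total fluorescence read at 555/632 nm.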
HTT ATP protect: Huntington cell model cytoprotection by ATP luminescence; PC12 HTT-Q103 induced, cytoprotection, ATP luminescence, 40 h; Potency, µM (highest dose often 56.4 µM), for the others: cytoprotection (ATP increase), most hits filed as activators; 230,000 compounds, 0.14% hits; AID 1471;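 further: % of control where 0% means no effect; nearly all actives have a fitted effect of over 45% in size; toxic huntingtin expression switched on by the ecdysone agonist tebufenozide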
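Stable PC12 Q103-GFP cells in serum-supplemented, phenol red-free DMEM; induction by tebufenozide at 100 nM final; compound dose series; cell viability quantified luminescently from ATP.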
TexasRed fluor: alters Texas Red total fluorescence, flagging assay interference. Potency, µM (series often up to 106 µM), inactives show top-dose fluorescence change, negative = quenching. 280,000 compounds, 0.29% hits. TRb/SRC2 Texas Red total fluorescence interference. AID 1479; active means well fitted curve in either direction with a large enough effect; inconclusive means small, poorly fitted or top-dose-only effect; further: on the % scale 0 is the no-effect control and ±100 the full control effect
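Flags fluorescent or light-absorbing compounds by total fluorescence, S + 2P, at 555 nm excitation and 632 nm emission. Mixture: 20 nM Texas Red SRC2 peptide, 0.6 uM human TRb LBD, 1 uM T3, 5% DMSO; compound exposure 5 h at ambient temperature.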
Tau fibril ThT: tau fibrillization inhibition (ThT binding); P10636; recombinant tau K18 P301L, heparin-induced fibrillization, ThT fluorescence; Potency, µM (doses to about 57.4 µM), for the others: at the top dose activity, negative = inhibition, usual class: inhibitors; 270,000 compounds, 2.1% hits; AID 1460; further: on the % scale 0 is the no-effect control and ±100 the full control effect; nearly all actives have a fitted effect of over 55% in size
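ThT emission at 510 nm, taken 1 hr after adding 30 uM dye, quantifies aggregates formed when 20 uM heparin acts on human tau K18 P301L for 6 hr at 37 C.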
* hit, by the source's call; [ ] = another dose, or the depositor's remark. Unless noted, the call rests on the fitted dose curve; in most records, active means well fitted curve in the direction sought with a large enough effect; inconclusive means small, poorly fitted or top-dose-only effect, or another doubt; inactive means no such curve, though single readings can be large; an effect the other way counts as inactive or inconclusive. Potency means the concentration at half of the fitted maximal effect. This is a subset (hit frequency here may not be typical).

How did CCCCOc1ccc(-c2cc(C(F)(F)F)c(C#N)c(SCC(=O)O)n2)cc1 do in these assays?
TRb-SRC2 inh: 0%; RECQ1 inh: inactive; Tau FP inhib: -11%; Tau fluor counter: 0%; HTT ATP protect: -11%; TexasRed fluor: 1%; Tau fibril ThT: inconclusive

How did O=C(CCCC(=O)N(CC(=O)NC1CCCCC1)CC1CCCO1)Nc1ccccn1 (centres undefined) do in these assays?
TRb-SRC2 inh: -7%; RECQ1 inh: inactive; Tau FP inhib: 5%; Tau fluor counter: 1%; HTT ATP protect: 9%; TexasRed fluor: -2%; Tau fibril ThT: 2%

How did Cc1ccc(S(=O)(=O)NNC(=O)C2COc3ccccc3O2)cc1 (centres undefined) do in these assays?
TRb-SRC2 inh: 3%; RECQ1 inh: -6%; L3MBTL1 inh: -11%; Tau FP inhib: -2%; Tau fluor counter: -1%; HTT ATP protect: -1%[10 µM]; TexasRed fluor: 1%; Tau fibril ThT: 2%

Results for Cc1ccc(NC(=O)C(=O)NCC2(c3ccccc3)CCCC2)cc1Cl ?
TRb-SRC2 inh: -13%; Tau FP inhib: inconclusive; Tau fluor counter: -7%; TexasRed fluor: -1%; Tau fibril ThT: -1%

What do the screens show for `Cc1cc(NC(=S)Nc2ccccc2)ccc1Br`?
TRb-SRC2 inh: 2%; RECQ1 inh: -9%; L3MBTL1 inh: -3%; Tau FP inhib: 2%; Tau fluor counter: -9%; HTT ATP protect: 7%; TexasRed fluor: -3%; Tau fibril ThT: -7%

What do the screens show for `NCCC[C@@H](CC(=O)N[C@@H]1CCNC[C@H]1C(=O)N[C@H](CC(=O)N[C@@H](CCC(=O)O)CC(=O)O)Cc1c[nH]c2ccccc12)NC(=O)C[C@H](CO)NC(=O)[C@@H]1CNCC[C@H]1N`?
TRb-SRC2 inh: -5%; RECQ1 inh: 8%; Tau FP inhib: -6%; Tau fluor counter: -6%; HTT ATP protect: inconclusive; TexasRed fluor: -1%; Tau fibril ThT: -7%

How did O=C(NC(=S)NCCc1ccccc1)C1CCCCC1 do in these assays?
TRb-SRC2 inh: 1%[53 µM]; RECQ1 inh: inconclusive; L3MBTL1 inh: 11%; Tau FP inhib: 3%; Tau fluor counter: -9%; HTT ATP protect: 25%[10 µM]; TexasRed fluor: -2%[53 µM]; Tau fibril ThT: -7%

Results for CCCCCCc1nnc(NC(=O)OCC)s1 ?
TRb-SRC2 inh: -3%; RECQ1 inh: -3%; L3MBTL1 inh: 5%; Tau FP inhib: 2%; Tau fluor counter: -5%; HTT ATP protect: 1%; TexasRed fluor: 0%; Tau fibril ThT: -10%

What do the screens show for `C=CCNC(=S)NNC(=O)COc1cccc(Cl)c1`?
TRb-SRC2 inh: -1%; RECQ1 inh: -2%; L3MBTL1 inh: 0%; Tau FP inhib: -2%; Tau fluor counter: 5%; HTT ATP protect: -21%; TexasRed fluor: 0%; Tau fibril ThT: 7%

What do the screens show for `CCOC(=O)Cn1cc(/C=N/NC(=O)c2ccc(C#N)cc2F)c2ccccc21`?
TRb-SRC2 inh: -5%; RECQ1 inh: -2%; Tau FP inhib: 11%; Tau fluor counter: -26%; HTT ATP protect: -11%; TexasRed fluor: 0%; Tau fibril ThT: -15%

Results for CN(C)C(=O)c1ccc(NC(=O)c2cc(-n3cnnc3)ccc2Cl)cc1 ?
TRb-SRC2 inh: 0%[53 µM]; RECQ1 inh: -6%; L3MBTL1 inh: -2%; Tau FP inhib: 6%; Tau fluor counter: 7%; HTT ATP protect: 34%[10 µM]; TexasRed fluor: 5%[53 µM]; Tau fibril ThT: 4%

Results for O=C(O)c1cnc(-c2ccccc2)nc1-c1ccccc1 ?
TRb-SRC2 inh: 1%; RECQ1 inh: -1%; L3MBTL1 inh: 20%; Tau FP inhib: 5%; Tau fluor counter: -1%; HTT ATP protect: -2%; TexasRed fluor: 0%; Tau fibril ThT: 0%

4 entries out of the list, ordered by molecular weight, descending.
Results for CN(C)C(=O)c1ccc(NC(=O)c2cc(-n3cnnc3)ccc2Cl)cc1 ?
TRb-SRC2 inh: 0%[53 µM]; RECQ1 inh: -6%; L3MBTL1 inh: -2%; Tau FP inhib: 6%; Tau fluor counter: 7%; HTT ATP protect: 34%[10 µM]; TexasRed fluor: 5%[53 µM]; Tau fibril ThT: 4%

How did Cc1ccc(S(=O)(=O)NNC(=O)C2COc3ccccc3O2)cc1 (centres undefined) do in these assays?
TRb-SRC2 inh: 3%; RECQ1 inh: -6%; L3MBTL1 inh: -11%; Tau FP inhib: -2%; Tau fluor counter: -1%; HTT ATP protect: -1%[10 µM]; TexasRed fluor: 1%; Tau fibril ThT: 2%

How did O=C(NC(=S)NCCc1ccccc1)C1CCCCC1 do in these assays?
TRb-SRC2 inh: 1%[53 µM]; RECQ1 inh: inconclusive; L3MBTL1 inh: 11%; Tau FP inhib: 3%; Tau fluor counter: -9%; HTT ATP protect: 25%[10 µM]; TexasRed fluor: -2%[53 µM]; Tau fibril ThT: -7%

Results for O=C(O)c1cnc(-c2ccccc2)nc1-c1ccccc1 ?
TRb-SRC2 inh: 1%; RECQ1 inh: -1%; L3MBTL1 inh: 20%; Tau FP inhib: 5%; Tau fluor counter: -1%; HTT ATP protect: -2%; TexasRed fluor: 0%; Tau fibril ThT: 0%

Other compounds follow:
How did O=C(O)c1cc(-c2ccc3c(c2)OCO3)nc2ccccc12 do in these assays?
TRb-SRC2 inh: -17%; RECQ1 inh: -7%; L3MBTL1 inh: -14%; Tau FP inhib: -1%; Tau fluor counter: 8%; HTT ATP protect: -80%[inhibitor]; TexasRed fluor: 0%; Tau fibril ThT: -3%

Results for COC(=O)c1oc2ccccc2c1NC(=O)CN1CCCC1 ?
TRb-SRC2 inh: 12%; RECQ1 inh: -2%; L3MBTL1 inh: -7%; Tau FP inhib: -5%; Tau fluor counter: -8%; HTT ATP protect: -4%; TexasRed fluor: 0%; Tau fibril ThT: -15%

What do the screens show for `CCCOc1ccc(-c2c(=O)n(OCc3ccc([N+](=O)[O-])cc3)c3ccccc3[n+]2[O-])cc1`?
TRb-SRC2 inh: -19%; RECQ1 inh: -7%; L3MBTL1 inh: 10%; Tau FP inhib: 2%; Tau fluor counter: -17%; HTT ATP protect: -6%[10 µM]; TexasRed fluor: -1%; Tau fibril ThT: -4%

Results for Cc1sc2nc(CSc3ccccc3)nc(N3CCN(C)CC3)c2c1C ?
TRb-SRC2 inh: -8%; RECQ1 inh: -3%; L3MBTL1 inh: -18%; Tau FP inhib: -9%; Tau fluor counter: -11%; HTT ATP protect: -7%[0.074 µM]; TexasRed fluor: 2%; Tau fibril ThT: -10%

Results for O=C(NCC1CCCO1)C1CCCN(Cc2cnn(-c3ccccc3)c2-n2cccc2)C1 (centres undefined) ?
TRb-SRC2 inh: -21%; RECQ1 inh: inactive; L3MBTL1 inh: -2%; Tau FP inhib: 3%; Tau fluor counter: 8%; HTT ATP protect: 4%[10 µM]; TexasRed fluor: -5%; Tau fibril ThT: 1%

Results for Clc1ccccc1Nc1nc(-c2cccnc2)cs1 ?
TRb-SRC2 inh: -2%; RECQ1 inh: -1%; L3MBTL1 inh: -12%; Tau FP inhib: 8%; Tau fluor counter: 1%; HTT ATP protect: 33%[10 µM]; TexasRed fluor: 0%; Tau fibril ThT: 2%

Results for Cc1c(C(=O)Nc2ccc3c(c2)OCO3)sc2nc(-c3ccccc3)cn12 ?
TRb-SRC2 inh: 6%; RECQ1 inh: -6%; L3MBTL1 inh: -2%; Tau FP inhib: -7%; Tau fluor counter: -15%; HTT ATP protect: -17%[10 µM]; TexasRed fluor: 4%; Tau fibril ThT: inconclusive

What do the screens show for `CCN(CC)S(=O)(=O)c1csc(C(=O)NC2CCCCC2)c1`?
TRb-SRC2 inh: -11%; RECQ1 inh: 6%; L3MBTL1 inh: 8%; Tau FP inhib: 0%; Tau fluor counter: -7%; HTT ATP protect: -15%; TexasRed fluor: 0%; Tau fibril ThT: -1%

How did CCOC(=O)c1ccc(CN(Cc2ccc(C)cc2)S(=O)(=O)c2ccc(NC(C)=O)cc2)cc1 do in these assays?
TRb-SRC2 inh: 7%; Tau FP inhib: 11µM*; Tau fluor counter: inconclusive; TexasRed fluor: 0%; Tau fibril ThT: 4%

Results for Cc1cccc(-c2ncc(CN3CCCC(CO)(Cc4cccc(Cl)c4)C3)cn2)c1 (centres undefined) ?
TRb-SRC2 inh: 2%; RECQ1 inh: -16%; L3MBTL1 inh: -5%; Tau FP inhib: -3%; Tau fluor counter: inconclusive; HTT ATP protect: 17%[10 µM]; TexasRed fluor: -4%; Tau fibril ThT: -9%

What do the screens show for `O=C(Nc1ccc(Cl)cc1C(=O)NCc1cccnc1)c1ccc(Cl)cc1Cl`?
TRb-SRC2 inh: -8%; RECQ1 inh: -10%; L3MBTL1 inh: 6%; Tau FP inhib: -13%; Tau fluor counter: -25%; HTT ATP protect: 0%[10 µM]; TexasRed fluor: 0%; Tau fibril ThT: -9%

What do the screens show for `Cc1nn(C)c(Cl)c1CN1CCN(C2CCCC2)C(CCO)C1` (centres undefined)?
TRb-SRC2 inh: -3%; RECQ1 inh: inactive; L3MBTL1 inh: 43%[activator]; Tau FP inhib: 12%; Tau fluor counter: 4%; HTT ATP protect: -5%[10 µM]; TexasRed fluor: -8%; Tau fibril ThT: 6%

Results for COc1ccc(C2C3=C(CCCC3=O)Nc3nc(SCc4ccccc4)nn32)cc1OC (centres undefined) ?
TRb-SRC2 inh: 0%; RECQ1 inh: -1%; L3MBTL1 inh: 7%; Tau FP inhib: -2%; Tau fluor counter: -11%; HTT ATP protect: 38%[10 µM]; TexasRed fluor: 2%; Tau fibril ThT: -4%
